Source: PubChem BioAssay
SRC1 inh = inhibits human SRC1 coactivator | Q15788 | HEK293 GAL4-SRC1 luciferase reporter, luminescence | inhibition, % at 3.6 µM | 360,000 tested, 0.12% active;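 active means inhibition above the campaign mean plus 3 SD, with each screening campaign given its own cutoff, cut at about 60% in these data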;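 further: 0% = DMSO treated cells and 100% = gossypol at 36 µM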
MC4R barr agon = human MC4R agonism via beta-arrestin; U2OS MC4R beta-arrestin complementation, luminescence; percent of melanotan II response, DMSO zero; activation, % at 8.9 µM; 360,000 tested, 0.98% active;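 active means activation above a per-plate cutoff, the mean activation of sample wells on that plate plus 3 SD, cut at about 8% in these data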
MC4R antag cAMP = blocks human MC4R cAMP signaling. inhibition, % at 6.5 µM. AID 540295. 360,000 tested, 0.48% active. MC4R-expressing cells, MTII-stimulated cAMP, LANCE TR-FRET;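 active means inhibition above its plate's cutoff, the mean of tested wells on that plate plus 3 SD, cut at about 29% in these data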;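 further: 0% = Melanotan II alone and 100% = Melanotan II plus saturating MCL0020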
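System: U2OS-MC4R stable cell line; Technique: Eu-cAMP/anti-cAMP TR-FRET, emission 671 nm; Repeats: single well per compound; Also added: Melanotan II; Dosing: one concentration, 6.5 µM nominal; Schedule: 30-min compound, 1-h challenge, 1-h detection, room temperature.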
TLR9-MyD88 block = inhibitors of human TLR9-MyD88 binding. CHO BLA complementation TLR9-MyD88, CCF4 FRET ratio. 340,000 tested, 0.21% active. inhibition, % at 4.98 µM. AID 504734;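 active means inhibition above the mean over all tested compounds plus 3 SD, cut at about 21% in these data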;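 further: 0% = DMSO only wells and 100% = clavulanate BLA inhibitor control wells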
NOD2-RIPK2 inh = NOD2-RIPK2 protein interaction inhibition | CHO BLA complementation NOD2-RIPK2, CCF4 ratio | inhibition, % at 4.98 µM | 360,000 tested, 0.38% active | AID 624267; in the data active means inhibition above about 21%;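 further: 0% = vehicle only and 100% = reference blocker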
SRC2 inh = inhibits human steroid receptor coactivator 2 | Q15596 | HEK293 GAL4-SRC2 luciferase reporter, luminescence | inhibition, % at 9 µM | 370,000 tested, 0.17% active;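 active means inhibition above the mean inhibition of all tested compounds plus 3 SD, set per campaign, cut at about 52% in these data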;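 further: 0% = DMSO treated cells and 100% = cells given Gossypol at 36 µM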
Target sequence (Q15596 whole entry, looked up, the tested form may be a part): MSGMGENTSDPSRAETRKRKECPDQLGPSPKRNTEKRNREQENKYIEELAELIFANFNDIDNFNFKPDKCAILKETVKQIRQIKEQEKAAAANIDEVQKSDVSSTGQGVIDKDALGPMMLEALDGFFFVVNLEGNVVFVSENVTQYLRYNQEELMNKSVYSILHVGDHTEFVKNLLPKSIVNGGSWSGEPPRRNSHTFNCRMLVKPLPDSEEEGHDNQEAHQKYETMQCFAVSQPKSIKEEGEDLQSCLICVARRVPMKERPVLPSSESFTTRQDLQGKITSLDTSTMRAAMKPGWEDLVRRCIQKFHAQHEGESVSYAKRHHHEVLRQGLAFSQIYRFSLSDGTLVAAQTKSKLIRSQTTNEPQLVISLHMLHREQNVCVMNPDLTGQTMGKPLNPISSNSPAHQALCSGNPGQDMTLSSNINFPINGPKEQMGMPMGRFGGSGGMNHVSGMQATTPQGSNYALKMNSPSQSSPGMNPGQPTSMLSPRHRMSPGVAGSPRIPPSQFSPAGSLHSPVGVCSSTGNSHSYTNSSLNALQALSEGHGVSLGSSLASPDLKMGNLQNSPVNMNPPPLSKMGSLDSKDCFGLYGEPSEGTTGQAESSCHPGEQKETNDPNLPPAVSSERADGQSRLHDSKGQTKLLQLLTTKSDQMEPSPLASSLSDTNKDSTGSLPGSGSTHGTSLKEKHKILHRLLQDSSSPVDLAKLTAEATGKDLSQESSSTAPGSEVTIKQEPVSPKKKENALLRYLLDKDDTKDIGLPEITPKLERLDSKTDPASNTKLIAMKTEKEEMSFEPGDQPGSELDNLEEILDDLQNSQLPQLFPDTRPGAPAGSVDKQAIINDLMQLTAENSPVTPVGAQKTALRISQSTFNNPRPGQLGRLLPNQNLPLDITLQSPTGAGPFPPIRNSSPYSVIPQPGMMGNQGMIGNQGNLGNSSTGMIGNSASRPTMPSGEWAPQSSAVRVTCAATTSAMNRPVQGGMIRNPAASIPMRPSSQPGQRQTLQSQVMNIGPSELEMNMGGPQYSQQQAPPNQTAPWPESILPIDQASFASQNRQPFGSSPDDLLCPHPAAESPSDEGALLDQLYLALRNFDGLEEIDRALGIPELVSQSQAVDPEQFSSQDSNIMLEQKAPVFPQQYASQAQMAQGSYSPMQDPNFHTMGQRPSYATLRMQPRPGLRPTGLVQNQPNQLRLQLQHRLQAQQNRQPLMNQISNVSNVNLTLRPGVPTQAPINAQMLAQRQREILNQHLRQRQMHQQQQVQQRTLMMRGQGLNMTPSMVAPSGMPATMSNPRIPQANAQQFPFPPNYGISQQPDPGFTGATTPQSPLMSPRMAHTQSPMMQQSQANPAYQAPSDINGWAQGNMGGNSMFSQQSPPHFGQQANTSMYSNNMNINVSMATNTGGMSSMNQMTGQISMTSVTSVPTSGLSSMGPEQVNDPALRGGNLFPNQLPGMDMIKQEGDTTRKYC
EBV LMP1 NFkB = inhibitors of Epstein-Barr LMP1-induced NF-kappaB reporter. LMP1-induced NF-kappaB luciferase reporter cells, luminescence. inhibition, % at 12.5 µM. 350,000 tested, 0.69% active. AID 504558; in the data active means inhibition above about 41%;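 further: 0% = neutral control wells and 100% = reference inhibitor control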
ABHD5-PLIN5 inh = blocks binding of human ABHD5 to perilipin-5; 360,000 tested, 0.78% active; inhibition, % at 4 µM; Split G. princeps luciferase complementation, luminescence, 4 h; Q00G26+Q8WTS1;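 active means inhibition above the mean inhibition across every tested compound plus 3 SD, cut at about 22% in these data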;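 further: 0% = DMSO only wells and the 100% control is not disclosed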
NR5A2 inv ag = inverse agonists of human LRH-1 (NR5A2) | inhibition, % at 3.6 µM | O00482 | HEK293T StAR-luciferase reporter, LRH-1 transfected, 24 h | 360,000 tested, 0.13% active;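 active means inhibition above the mean inhibition of all tested compounds plus 3 SD, cut at about 73% in these data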;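 further: 0% = DMSO wells and 100% = reporter-only cells lacking LRH-1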
COUP-TFII inh = NR2F2 (human) inhibition, primary screen; P24468; HEK293T NGFI-A luciferase reporter, luminescence; inhibition, % at 8.6 µM; 370,000 tested, 0.7% active; AID 686940;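 active means inhibition above a per-plate cutoff, mean inhibition of test wells between control levels plus 3 SD, cut at about 38% in these data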;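 further: cells cotransfected with COUP-TFII expression vector driving the NGFI-A reporter; 0% = median of COUP-TF2 test wells and 100% = reporter-only cells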
SRC3 inh = inhibits human SRC3 coactivator | 360,000 tested, 0.17% active | HEK293 GAL4-SRC3 luciferase reporter, luminescence | AID 588352 | inhibition, % at 3.6 µM;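 active means inhibition above a per-campaign cutoff, the mean of all compounds plus 3 SD, cut at about 60% in these data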;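 further: 0% = DMSO-treated cells and 100% = gossypol-treated cells at 36 µM; higher means less SRC3-driven luciferase light from the GAL4 reporter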
Numbers without * were called inactive; . = not tested or not shown. Only part of the results is shown; the hit share may differ from the screen's.

SMILES	SRC1 inh	MC4R barr agon	MC4R antag cAMP	TLR9-MyD88 block	NOD2-RIPK2 inh	SRC2 inh	EBV LMP1 NFkB	ABHD5-PLIN5 inh	NR5A2 inv ag	COUP-TFII inh	SRC3 inh
CCCOc1ccc(C2NC(=O)NC(c3ccccc3)=C2C(C)=O)cc1OCC (stereo unspecified)	9	0.9	3	8	-14	-8	-23	-9	-13	7	-10
CN(C)c1ccc(C=NNC(=O)c2cccc3ccccc23)c(Cl)c1	0	0.0	-13	12	11	6	74*	0	-3	-1	4
O=C(CCc1ccccc1)NC(c1cccs1)c1cc(Cl)c2cccnc2c1O (stereo unspecified)	50	-3.4	14	1	4	7	54*	5	10	26	60
CCOc1ncccc1C(=O)OCC(=O)N1CC(=O)Nc2ccccc21	-14	-1.2	10	0	-5	2	-5	6	20	-12	3
COc1ccccc1N(CC(O)CN1CCOCC1)S(=O)(=O)c1ccccc1 (stereo unspecified)	15	-1.2	3	9	-7	1	-5	-5	3	6	-1
N#CCCN(CCC#N)C(=O)C1c2ccccc2Oc2ccccc21	11	-0.5	-2	3	3	-29	10	8	-2	2	1
CC1(C)Cc2noc(N)c2C(C)(C)N1OC(=O)c1cccs1	8	-0.3	-3	11	-13	-2	0	-5	4	-1	10
CN(Cc1cc(Cl)cc(Cl)c1O)Cc1c(O)ccc2ccccc12	-2	0.4	9	2	-9	-11	12	0	32	9	-4
Cn1cc(CNCCN2CCCCC2=O)c(-c2cccc(Cl)c2)n1	-14	-0.2	2	2	2	14	-3	2	-1	3	-1
COC(=O)c1ccc(NC(=O)CSc2nnc(-c3ccncc3)n2N)cc1	8	0.6	13	-6	-9	9	-4	1	10	10	-3
C=CCn1c(=S)[nH]c2scc(-c3ccc(C)o3)c2c1=O	-43	-2.1	11	-3	-7	-21	-26	32*	-40	14	-2
CCOC(=O)Nc1ccc2c(COC(=O)c3ccccc3O)cc(=O)oc2c1	-26	1.0	-1	-1	1	-21	-31	-6	-18	-32	-3

Part of the list above, field by field.
> COc1ccccc1N(CC(O)CN1CCOCC1)S(=O)(=O)c1ccccc1 (stereo unspecified)
  SRC1 inh = 15	MC4R barr agon = -1.2	MC4R antag cAMP = 3	TLR9-MyD88 block = 9	NOD2-RIPK2 inh = -7	SRC2 inh = 1	EBV LMP1 NFkB = -5	ABHD5-PLIN5 inh = -5	NR5A2 inv ag = 3	COUP-TFII inh = 6	SRC3 inh = -1

> N#CCCN(CCC#N)C(=O)C1c2ccccc2Oc2ccccc21
  SRC1 inh = 11	MC4R barr agon = -0.5	MC4R antag cAMP = -2	TLR9-MyD88 block = 3	NOD2-RIPK2 inh = 3	SRC2 inh = -29	EBV LMP1 NFkB = 10	ABHD5-PLIN5 inh = 8	NR5A2 inv ag = -2	COUP-TFII inh = 2	SRC3 inh = 1

Carrying on.
SMILES	SRC1 inh	MC4R barr agon	MC4R antag cAMP	TLR9-MyD88 block	NOD2-RIPK2 inh	SRC2 inh	EBV LMP1 NFkB	ABHD5-PLIN5 inh	NR5A2 inv ag	COUP-TFII inh	SRC3 inh
COc1ccc(Cc2nc3ccc(C(=O)NCCc4ccccn4)cc3o2)cc1OC	-18	-2.4	12	-1	-2	1	0	3	5	14	-27
CCCC(=O)NCC(c1cccs1)S(=O)(=O)c1ccc(Cl)cc1 (stereo unspecified)	13	1.8	9	-3	-16	6	-5	3	-9	-4	-20
COc1ccc(S(=O)(=O)N2CCC3(CC2)OCCN3S(=O)(=O)c2cccs2)cc1OC	6	-2.6	18	-5	-2	2	0	-6	-7	-19	-16
Cn1c(SCCN2CCOCC2)nc2sc3c(c2c1=O)CCCC3	-7	-1.6	9	0	14	-17	-6	9	2	3	-12
Cc1cccc(N(C(=O)CCC(=O)Nc2ccccn2)C(C(=O)NC(C)C)c2ccc(O)cc2)c1 (stereo unspecified)	3	-0.5	0	-5	-9	-15	0	9	22	8	29
Cc1c(Cl)cccc1NC(=S)N1CCC(C(N)=O)(N2CCCCC2)CC1	2	-2.3	20	2	-1	5	5	0	-3	-1	5
NC(=O)[C@@H]1CCCNc2c(F)cc([N+](=O)[O-])cc2C(=O)N[C@@H](CO)C(=O)NCC(=O)N1	-11	-1.6	7	-6	0	9	-3	6	-7	-10	-10
CC(=O)Nc1ccc(S(=O)(=O)Nc2cccc(-c3nc4ccccc4o3)c2)cc1	-9	-1.4	6	-5	-8	-32	-1	0	-5	-3	12
O=C(c1ccc(CSc2ccc(Cl)cc2)cc1)N1CCOCC1	-26	-0.6	7	1	0	-10	6	5	-31	6	-1
Brc1ccc(C=Nc2ccc(Nc3ccccc3)cc2)s1	-9	-1.4	-5	-7	-14	.	5	7	-26	.	-2
CC1(C(=O)NS(=O)(=O)Cc2cccc(Cl)c2)CCN1C(=O)Cc1ccc(-c2ccccc2)cc1 (stereo unspecified)	27	1.7	12	.	-57	-9	.	4	-1	0	14
CCCCN(C1CCS(=O)(=O)C1)S(=O)(=O)c1ccc(OC)c(OC)c1 (stereo unspecified)	-10	-2.7	14	-7	1	-21	0	9	4	8	8
CCOC(=O)c1c(C)[nH]c(C(=O)COC(=O)c2oc3ccc(OC)cc3c2C)c1C	-14	-0.6	0	9	-14	-5	-5	-3	-1	11	12
Cc1ccc(NC(=O)CCC(=O)N2CCC(c3ccccc3)=N2)cc1S(=O)(=O)N1CCCCC1	-1	2.6	-8	-4	-2	-18	5	-8	-2	-26	-16
CC(C)(O)C#Cc1ccc(C(=O)N2CCC(C(N)=O)(N3CCCCC3)CC2)o1	7	-5.2	8	7	-1	10	-2	1	-1	-1	4
Cc1ccc(SCC(=O)NC(=O)NC(C)C)c(C)c1	4	-0.1	13	-6	-9	-22	3	1	-2	7	0
C=C(C)C(=O)O[C@H]1C/C(C)=C\C(=O)/C=C(\C)[C@H](O)[C@@H]2OC(=O)C(=C)[C@@H]21	-61	-0.4	9	7	11	-14	89*	27*	-111	33	-48
COC(=O)CN1C(c2ccccc2O)Nc2ccc(Br)cc2C1c1ccccc1 (stereo unspecified)	1	1.5	10	-5	0	4	-3	6	-15	9	14
Cc1c(CC(=O)O)c(=O)oc2c(C)c3occ(-c4ccc(F)cc4)c3cc12	14	1.1	25	-7	-2	-1	-9	4	-33	-2	-2
CC(C)C(C)(C#N)NC(=O)CN1C(=O)NC2(CCCc3ccccc32)C1=O (stereo unspecified)	11	-3.9	-1	-3	-12	-5	-5	-1	-5	4	-4
COc1ccc(CCNC(=O)COC(=O)Cc2cc(OC)c(OC)c(OC)c2)cc1	-7	0.1	0	-6	-3	15	-2	-1	9	2	5
CCOc1ccc(S(=O)(=O)N2CCN(c3ccccn3)CC2)cc1	-2	1.5	25	-9	-1	11	7	-5	-9	1	5
COc1ccc(C(=O)N2CCC(N3CCN(c4ccccc4)CC3)CC2)cc1	-5	0.2	2	-4	-2	-8	9	1	-2	6	14
COc1cccc(/C=N/NC(=O)Cn2nc(C)c([N+](=O)[O-])c2C)c1O	17	-5.1	11	-4	-9	31	5	1	-1	-2	28
Cc1ccc([N+](=O)[O-])cc1-c1ccc(/C=N/NC(=O)c2cc3c(ccc4ccccc43)o2)o1	-1	1.7	-4	4	-19	-23	0	0	14	-4	22
CC(C)(C)c1ccc(CC(=O)N2CCC2(C)C(=O)NS(=O)(=O)c2cccc(F)c2)cc1 (stereo unspecified)	-3	0.4	9	.	3	-24	.	-6	2	10	5
Cn1nc(C(=O)N2CCN(c3cccc(Cl)c3)CC2)c2c1-c1ccccc1S(=O)(=O)C2	-8	-0.1	3	-2	0	18	10	5	-5	6	16
OC(CN1c2ccccc2Sc2ccccc21)Cn1nnc2ccccc21 (stereo unspecified)	5	4.7	-9	-1	-2	17	-10	-1	-9	10	-24
O=[N+]([O-])c1ccc(C=Nc2cccc3ccccc23)s1	-5	-3.2	-7	3	-2	.	-15	-10	19	.	-2
COc1ccc2c(c1)C=C(C(=O)NCc1ccc(Cl)cc1)CO2	-2	1.1	4	-4	-9	-8	2	1	0	-1	19
NC(=O)CN1CCN(c2ccccc2F)CC1	-11	-1.0	6	-10	0	-2	-1	4	5	-1	-1
O=C(NC1CCCCC1)C(c1ccncc1)N(Cc1ccc2c(c1)OCO2)C(=O)C(F)(F)F (stereo unspecified)	3	-0.5	0	-1	1	4	-6	1	2	-7	-4
O=C(NCCCn1ccnc1)c1ccc(-c2ccccc2)cc1	-17	-0.3	-3	-2	1	-4	-9	1	-17	5	-46
CN1C(=O)CC(C(=O)Nc2ccc(F)cc2)SC1=Nc1ccc2c(c1)OCO2 (stereo unspecified)	2	2.0	7	2	5	-9	8	-4	4	0	9
CCCCn1c(=O)n(CC(=O)Nc2c(CC)cccc2CC)c(=O)c2c1nc(CO)n2CCC	2	-1.8	11	-4	-5	-40	-4	-6	1	-8	3
CS(=O)(=O)c1ccc(Cl)c(NC(=O)CCl)c1	-40	-2.1	8	-6	0	-22	-17	2	24	-24	-58
O=C(CN1C(=O)S/C(=C/c2ccccn2)C1=O)N1CCOCC1	-13	0.5	-2	6	0	-6	3	-1	5	13	-8
Cn1c(=O)c2c(nc(SCC(=O)OCc3ccccc3)n2C)n(C)c1=O	-8	0.7	5	-6	-7	-20	2	1	0	-8	10
CN(C)C=NC(=O)/C(C#N)=C/c1ccccc1	1	0.3	3	-6	2	-8	-1	1	-9	-4	12
Cc1ccc(C(=O)NCC(=O)N/N=C/c2cccs2)cc1C	2	-1.4	5	-3	8	-21	-5	2	-6	12	1
Cc1cc(NC(=O)CSc2nc3ccccc3c(=O)n2C2CCCC2)no1	6	-1.8	-24	-1	14	0	14	3	39	-17	5
COc1ccc(-n2nc(C(=O)NCC(=O)Nc3ccccn3)c3ccccc3c2=O)cc1	4	-1.7	1	10	-4	-27	40	-5	-9	-3	3
NC(=O)CSC1=N/C(=C\c2ccco2)C(=O)N1c1ccc(OC(F)F)cc1	2	-1.5	-6	4	-11	-17	-1	21	3	7	10
CC1(C)Cc2c(c(N3CCCC3)nc3sc4c(N5CCN(CCO)CC5)ncnc4c23)CO1	-18	-0.6	7	-4	11	-8	-5	7	24	2	3
CCOc1ccc(NC(=O)CN(C)C(=O)c2ccc(N3CCCC3)c([N+](=O)[O-])c2)cc1OCC	-21	-2.5	7	-2	-14	-4	3	-5	14	2	8
CN1CCN(S(=O)(=O)CC2(C)C3CCC2(C)C(=O)C3Br)CC1 (stereo unspecified)	10	-2.1	9	8	-10	-27	-4	-2	23	-5	-3
COc1ccccc1OCC(=O)NC1CCCCCC1	-25	-0.7	-3	-4	3	-65	6	7	-35	-30	-3
O=C1c2ccccc2CN2C(=O)c3ccccc3CN12	-2	-2.2	5	-9	3	-17	-3	-3	15	1	10
COC(=O)CCSc1cc([N+](=O)[O-])cc2c1c(C1OCCO1)nn2-c1ccccc1	2	-2.0	1	3	-4	-12	-8	-3	-4	-11	0
O=C(CSc1n[nH]c(-c2ccccc2)n1)Nc1ccc(F)cc1F	-3	-1.4	1	-1	6	-12	-7	-3	45	7	1
COc1cccc(C(C(=O)NC(C)(C)C)N(C(=O)CCC(=O)Nc2cc(C)on2)C(C)(C)C)c1OC (stereo unspecified)	-9	0.1	3	-11	2	5	-13	-10	-9	-5	-4
